# Lamin A splicing = changes lamin A minigene splicing in HeLa cells; HeLa LMNA splicing GFP/RFP minigene ratio, 48 h; Potency, µM (doses to about 46.1 µM), for the others: top-dose ratio change, negative = inhibition, usual class: inhibitors; hit rate 0.01% among 200,000; active = well fitted inhibition curve with a large enough effect in the signal ratio, with a control signal flat, not every such curve was filed as active; inconclusive = small, poorly fitted or top-dose-only effect, or effect the other way, or a change in a side signal; the % refers to the signal ratio
#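 Read-out is the ratio of GFP to DsRed2 object intensity, acquired by 488 nm laser-scanning cytometry on HeLa lamin A-EGFP minigene reporter cells. Compound incubation 48 hrs at 37 °C in Opti-MEM with 2% FBS; DMSO 0.5% final.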
# GAA glycogen = alters human alpha-glucosidase cleavage of glycogen; P10253; Potency, µM (doses to about 76.4 µM), without a hit: at the highest dose activity change, negative = inhibition, usual class: inhibitors; AID 2100; recombinant GAA, glycogen substrate, Amplex Red glucose oxidase fluorescence; hit rate 0.38% among 300,000; active = well fitted inhibition curve with a large enough effect; inconclusive = small, poorly fitted or top-dose-only effect, or another doubt; inactive = no such curve, though single readings can be large or run the other way;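 note: 0% = full enzyme reaction and -100% = no-enzyme basal signal; the screen sought inhibitors and activators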
#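 qHTS, 1536-well; enzyme 4 nM final; cpd up to 77 uM; substrate bovine liver glycogen 30 ug; 50 mM citrate/phosphate pH 5.0, 0.01% Tween-20; 37 C, 40 min; Amplex Red detection 45 min RT; Hill fit → AC50.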
# Numbers without * were called inactive; ? = inconclusive; nt = not tested or not shown; & = joins results of further samples; [ ] = dose if it differs, or a comment. Unless noted, % is set by controls: 0 for no effect and ±100 for the full control effect; potency is the fitted concentration of half-maximal effect.
SMILES,Lamin A splicing,GAA glycogen
CCC(C)NC(=O)c1ccc(-n2c(-c3ccccc3)cc3c2CCCC3)cc1 (stereo not given),?,nt
CC1CCN(CCCNC(=O)CN2C(=O)CSc3ccc(S(=O)(=O)N4CCOCC4)cc32)CC1,?,-9%[76.3 µM]
CC(C)C(=O)OC1=CN(Cc2ccccc2)S(=O)(=O)c2ccccc21,22%[46 µM],-7%[76.3 µM]
CSc1nc(C)cc(Nc2cccc(C(=O)O)c2)n1,21%[46 µM],11%[76.3 µM]
Cc1ccccc1C(=O)N1c2ncnn2C2(CCCCC2)[C@@H]2CCCC[C@@H]21,-9%[46 µM],-7%[76.3 µM]
COc1ccc(-c2cn3c(n2)sc2cc(C(=O)NCc4cccs4)ccc23)cc1,25%[46 µM],15%[76.3 µM]
COc1ccc(C(=O)Nc2ccc3c(c2)CCCN3C(=O)c2cccs2)c(OC)c1,?,-13%[76.3 µM]
CC1Cc2ccccc2N1S(=O)(=O)c1nnc(NC(=O)c2cccc(F)c2)s1 (stereo not given),7%[46 µM],-4%[76.3 µM]
CCOc1ccccc1N(CC)C(=O)Nc1cn(C)c(=O)c2ccccc12,?,11%[76.3 µM]
CCc1ccc(CNC(=O)CCn2c(=O)c3cccn3c3ccc(F)cc32)cc1,11%[46 µM],-10%[76.3 µM]
CC(=O)N1CCC2(CC1)OC(=O)C(C)=C2C(=O)NCc1ccc(Cl)cc1,-4%[46 µM],10%[76.3 µM]
Cc1c(C(=O)NCc2ccccc2Cl)sc2nc3n(c(=O)c12)CCCCC3,?,27%[76.3 µM]
CC(=O)c1ccc(N2CCN(c3ncnc4c3nc3n4CCCC3)CC2)cc1,-13%[46 µM],-4%[76.3 µM]
Cn1nc(C(=O)NCc2ccccc2Cl)c2c1-c1ccccc1S(=O)(=O)C2,1%[46 µM],-5%[76.3 µM]
Cc1ccc(Cl)cc1N1CCN(S(=O)(=O)c2ccc3c(c2)CC(C)N3C(=O)C2CCC2)CC1 (stereo not given),-13%[46 µM],-3%[76.3 µM]

# Looked up one by one from the entries so far (two):
SMILES,Lamin A splicing,GAA glycogen
CCC(C)NC(=O)c1ccc(-n2c(-c3ccccc3)cc3c2CCCC3)cc1 (stereo not given),?,nt
Cc1ccccc1C(=O)N1c2ncnn2C2(CCCCC2)[C@@H]2CCCC[C@@H]21,-9%[46 µM],-7%[76.3 µM]

# (more compounds)
SMILES,Lamin A splicing,GAA glycogen
CCc1ccc(NC(=O)C(=O)NCC(c2cccnc2)N2CCc3ccccc3C2)cc1 (stereo not given),3%[46 µM],4%[76.3 µM]
COc1cccc(NC(=O)Cn2nnc(C(=O)NCc3cccs3)c2N)c1,?,0%[76.3 µM]
COc1ccc(OC)c(NC(=O)c2csnn2)c1,9%[46 µM],-5%[76.3 µM]
O=C(NCCc1ccccc1)c1ccc(CSc2nc3cccnc3n2Cc2ccccc2)cc1,?,3%[76.3 µM]
O=C(Nc1nnc(S(=O)(=O)N2CCCCCC2)s1)c1ccccc1,1%[46 µM],1%&-17%[76.3 µM]
CCN(c1cc(C)cc(C)c1)S(=O)(=O)c1nnc(NC(=O)c2ccco2)s1,15%[46 µM],-7%[76.3 µM]
CCOc1ccc(NC(=O)Cn2cnc3c(oc4ccccc43)c2=O)cc1,1%[46 µM],10%[76.3 µM]
O=C(NCC(c1cccnc1)N1CCc2ccccc21)c1ccc(Cl)cc1 (stereo not given),?,-4%[76.3 µM]
CCC(C(=O)NCc1ccccc1Cl)n1c(=O)c2cccn2c2ccccc21 (stereo not given),5%[46 µM],7%[76.3 µM]
COc1ccc(N2CCN(c3oc(-c4ccc(COc5cccc(C)c5)o4)nc3C#N)CC2)cc1,0%[46 µM],12%[76.3 µM]
O=C(CN1C(=O)COc2ccc(S(=O)(=O)N3CCCCC3)cc21)NCc1ccc(F)cc1,-5%[46 µM],-2%[76.3 µM]
Cc1ccc(NC(=O)C(=O)NCC(c2cccnc2)N2CCN(C)CC2)cc1F (stereo not given),8%[46 µM],-11%[76.3 µM]
CC(C)(C)C1CCc2c(sc3nc(-c4cc5cc(Br)ccc5oc4=O)[nH]c(=O)c23)C1 (stereo not given),26%[46 µM],7%[76.3 µM]
Cc1ccc(Cl)cc1NC(=O)C1CCN(c2nc3ccccc3n3cccc23)CC1,?,6%[76.3 µM]
O=c1c(=O)n(Cc2ccc(Cl)cc2)ccn1Cc1ccc(F)cc1,-10%[46 µM],-3%[76.3 µM]

# Single entries from above.
# Reading of `O=c1c(=O)n(Cc2ccc(Cl)cc2)ccn1Cc1ccc(F)cc1` under Lamin A splicing: -10%[46 µM]
# Reading of `CCc1ccc(NC(=O)C(=O)NCC(c2cccnc2)N2CCc3ccccc3C2)cc1` (stereo not given) under GAA glycogen: 4%[76.3 µM]

# (continued)
SMILES,Lamin A splicing,GAA glycogen
CCOCCCNC(=O)c1ccc(-n2c(-c3ccccc3)cc3c2CCCCC3)cc1,5%[46 µM],-15%[76.3 µM]
CCOc1ccc(CCNC(=O)c2cn(-c3cccc(OC)c3)c(=O)c3ccccc23)cc1,?,-4%[76.3 µM]
CCCCOc1ccc(C(=O)Nc2nc3c(s2)CC(C)CC3)cc1 (stereo not given),?,15%[76.3 µM]
O=C(Nc1ccc2nc(SCC(=O)N3CCOCC3)sc2c1)c1cccc(Cl)c1,-28%[46 µM],12%[76.3 µM]
O=C(Nc1nnc(S(=O)(=O)N2CCCc3ccccc32)s1)c1ccccc1Cl,13%[46 µM],13%[76.3 µM]
Cc1ccccc1NC(=O)CSc1nc2ccc(NC(=O)COc3ccccc3F)cc2s1,?,10%[76.3 µM]
COc1cc(OC)c(N(C)C(=O)Cn2ncc3c([nH]c4ccccc43)c2=O)cc1Cl,?,9%[76.3 µM]
COc1cc(C)ccc1OCCSc1nc2ccc(NC(=O)c3cccs3)cc2s1,-10%[46 µM],-1%[76.3 µM]
Cc1cccc(C)c1NC(=O)CN(C)S(=O)(=O)c1ccc2[nH]c3c(c2c1)CCCC3,?,-12%[76.3 µM]
CCc1ccc(CNC(=O)C2CCN(c3nn4cc(-c5ccc(OC)cc5)nc4s3)CC2)cc1,4%[46 µM],8%[76.3 µM]
Cc1ccccc1OCC(=O)Nc1ccc2nc(SCC(=O)N3CCc4ccccc43)sc2c1,14%[46 µM],13%[76.3 µM]
COc1ccccc1N1CCN(S(=O)(=O)c2cc3[nH]c(=O)c(=O)[nH]c3cc2C)CC1,28%[46 µM],-5%&-5%[76.3 µM]
CCCCOC(=O)c1ccc(NC(=O)c2cc(-c3cccs3)on2)cc1,6%[46 µM],-9%[76.3 µM]
COc1ccc(Cn2ccn(CC(=O)Nc3cc(C)ccc3C)c(=O)c2=O)cc1,?,6%[76.3 µM]
Cc1ccccc1OCC(=O)Nc1ccc2nc(SCCOc3ccccc3)sc2c1,3%[46 µM],-2%[76.3 µM]

# Part of the list above in order of count of non-hydrogen atoms, low to high.
SMILES,Lamin A splicing,GAA glycogen
CCCCOC(=O)c1ccc(NC(=O)c2cc(-c3cccs3)on2)cc1,6%[46 µM],-9%[76.3 µM]
COc1ccc(Cn2ccn(CC(=O)Nc3cc(C)ccc3C)c(=O)c2=O)cc1,?,6%[76.3 µM]
CCc1ccc(CNC(=O)C2CCN(c3nn4cc(-c5ccc(OC)cc5)nc4s3)CC2)cc1,4%[46 µM],8%[76.3 µM]

# More records
SMILES,Lamin A splicing,GAA glycogen
COc1ccccc1OCC(=O)N(Cc1ccc(Cl)cc1)CC1CCCO1 (stereo not given),1%[46 µM],9%[76.3 µM]
Cc1cc(C)cc(NC(=O)C(=O)NCC(c2cccnc2)N2CCc3ccccc32)c1 (stereo not given),?,2%[76.3 µM]
Cn1c(C(=O)NCCc2ccccc2)cc2c(=O)n3ccccc3nc21,?,-4%[76.3 µM]
COc1ccccc1N1CCN(C(CNC(=O)C(=O)NCc2ccc(C)cc2)c2cccnc2)CC1 (stereo not given),10%[46 µM],-11%[76.3 µM]
O=C(COCc1cc(-c2cccs2)on1)Nc1cccc(O)c1,-11%[46 µM],-6%[76.3 µM]
Cc1ccc(CN(C(=O)COc2cccc([N+](=O)[O-])c2)c2ccccn2)o1,?,8%[76.3 µM]
CN1CCN(CCCNC(=O)Cn2c(-c3cccs3)cc3ccccc32)CC1,-12%[46 µM],-5%[76.3 µM]
CN(C)c1ccc(CNC(=O)CN2C(=O)c3cccnc3Oc3ccc(Cl)cc32)cc1,?,-15%[76.3 µM]
Cc1cccc(N2CCN(C(=O)COCc3cc(-c4ccc5c(c4)OCO5)on3)CC2)c1C,?,-11%[76.3 µM]
COc1cccc(CNC(=O)C2=C(C)C(=O)OC23CCCCCC3)c1,-3%[46 µM],-6%[76.3 µM]
CCCCN(CC)C(=O)c1cc2c(=O)n3ccccc3nc2n1C,1%[46 µM],0%[76.3 µM]
CC(=O)c1ccc(N2CCN(S(=O)(=O)c3cc4[nH]c(=O)c(=O)[nH]c4cc3C)CC2)cc1,2%[46 µM],2%&6%[76.3 µM]
COc1ccc(NC(=O)Cn2nnc(C(=O)Nc3ccc(F)c(Cl)c3)c2N)cc1OC,12%[46 µM],-1%[76.3 µM]
Cc1ccc(N2CCN(C(=O)c3cc(S(=O)(=O)N4CCCCC4)c[nH]3)CC2)c(C)c1,?,16%[76.3 µM]
COc1ccc(CNC(=O)C2=C(C)C(=O)OC23CCN(C(C)=O)CC3)cc1,17%[46 µM],-7%[76.3 µM]
CCN(CC)S(=O)(=O)c1nnc(NC(=O)c2ccc(C(C)C)cc2)s1,?,23%[76.3 µM]
CCC1CN(C(=O)NCc2ccc(C)cc2)c2ccccc2O1 (stereo not given),-13%[46 µM],-13%
CCOC(=O)N1CCN(Cc2nc3cc(NC(=O)c4ccccc4[N+](=O)[O-])ccc3n2C(C)C)CC1,?,-13%[76.3 µM]
Cc1cccc(OCC(=O)Nc2nnc(S(=O)(=O)N3CCCCCC3)s2)c1,14%[46 µM],3%[76.3 µM]
Cc1ccc(C)c(-c2[nH]c3c(c2-c2c(-n4cccc4)n(C)c(=O)n(C)c2=O)c(=O)n(C)c(=O)n3C)c1,4%[46 µM],9%[76.3 µM]
Cc1ccc(OCC(=O)Nc2ccc3nc(SCC(=O)N4CCOCC4)sc3c2)cc1,?,9%[76.3 µM]
CCc1ccc(NC(=O)CCn2nc(C)c(S(=O)(=O)N3CCCCC3)c2C)cc1,7%[46 µM],9%[76.3 µM]
O=S(=O)(Nc1ccc2nc(-c3ccc(F)cc3)oc2c1)c1ccccc1,-8%[46 µM],0%[76.3 µM]
COc1ccc(C(=O)Nc2nnc(S(=O)(=O)N(CC(C)C)c3ccc(C)cc3)s2)cc1OC,-2%[46 µM],-6%[76.3 µM]
Cc1ccc(NC(=O)CSc2nc3ccc(NC(=O)c4cccc(Cl)c4)cc3s2)c(C)c1,6%[46 µM],-2%[76.3 µM]
O=c1[nH]c2ccc(NCc3ccc(-c4cccc(Cl)c4)o3)cc2[nH]1,?,?
Cc1cccc(CN2C(=O)c3ccccc3Sc3ccc(C(=O)NCCCN4CCOCC4)cc32)c1,?,-2%[76.3 µM]
Cc1ccc(CNC(=O)COCc2cc(-c3cccs3)on2)cc1,4%[46 µM],-5%[76.3 µM]
CCC(=O)Nc1nnc(S(=O)(=O)N2c3ccccc3CC2C)s1 (stereo not given),-4%[46 µM],7%&-2%[76.3 µM]
Cc1ccc(N(C)C(=O)Cn2ncc3c([nH]c4ccccc43)c2=O)cc1C,-10%[46 µM],8%[76.3 µM]
CCN(C(=O)C1CCCN(c2ncnc3c2nc2n3CCCCC2)C1)c1cccc(Cl)c1 (stereo not given),?,-2%&-9%[76.3 µM]
CC(=O)Nc1nonc1-c1nnc(SCc2ccccc2C)n1C,18%[46 µM],17%[76.3 µM]
COc1cc(Cl)c(C)cc1NC(=O)CSc1cc(-c2ccccc2)nc(C)n1,?,-1%[76.3 µM]
O=C(CN1C(=O)c2cccnc2Oc2ccc(Cl)cc21)Nc1cccc(C(F)(F)F)c1,?,4%[76.3 µM]
Cc1ccc(NC(=O)c2cn3c4c(ccc(Cl)c4c2=O)OC(C)C3)c(C)c1 (stereo not given),?,1%[76.3 µM]
CCN(CC)c1ccc(NC(=O)COCc2cc(-c3ccc4c(c3)OCO4)on2)c(C)c1,?,5%[76.3 µM]
Cc1cccc(CSc2nc(=O)c3c(n2C)NC(=O)CC3c2cc(F)cc(F)c2)c1 (stereo not given),?,6%[76.3 µM]

# Among those listed so far, five contain a furan ring, fused or not.
SMILES,Lamin A splicing,GAA glycogen
CCN(c1cc(C)cc(C)c1)S(=O)(=O)c1nnc(NC(=O)c2ccco2)s1,15%[46 µM],-7%[76.3 µM]
CCOc1ccc(NC(=O)Cn2cnc3c(oc4ccccc43)c2=O)cc1,1%[46 µM],10%[76.3 µM]
COc1ccc(N2CCN(c3oc(-c4ccc(COc5cccc(C)c5)o4)nc3C#N)CC2)cc1,0%[46 µM],12%[76.3 µM]
Cc1ccc(CN(C(=O)COc2cccc([N+](=O)[O-])c2)c2ccccn2)o1,?,8%[76.3 µM]
O=c1[nH]c2ccc(NCc3ccc(-c4cccc(Cl)c4)o3)cc2[nH]1,?,?

# Source: PubChem BioAssay (National Center for Advancing Translational Sciences (NCATS))

# An excerpt; count on the stated rates, not on these rows.
